Assay outcomes deposited in PubChem BioAssay by National Center for Advancing Translational Sciences (NCATS).
Akt phos inh – blocks phosphorylation of Akt; Neuro2A IGF-stimulated pAkt S473 HTRF, 20 min; stronger effect = lower value; activity change, % for hits at 50 µM; 0.32% of 360,000 active; in the data active means activity change below about -80%; inconclusive means mostly about -51% to -80%; further: on the % scale 0 is the no-effect control and ±100 the full control effect
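Neuro2A cells in DMEM with 0.5% FBS, overnight at 37 deg C, given compound at single 50 µM final, then IGF (6 nM final) for 20 min at 37 deg C. Lysed; phospho-Akt Ser473 by HTRF after 24 h, 665/615 ratio.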
Nrf2 activator – Nrf2 pathway activation; Potency, µM (doses to about 46.1 µM), inactives show top-dose activation, usual class: activators; AID 624171; 0.31% of 410,000 active; AREc32 ARE-luciferase reporter (MCF7-derived line), luminescence, 24 h; further: potency means the concentration at half of the fitted maximal effect; % of control where 0% means no effect; nearly all actives have a fitted effect of over 65% in size
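Luminescent ARE reporter assay in AREc32_Fluc cells: overnight plating at 37 deg C, 24 hr compound incubation, Steady-Glo added, 30 min RT before reading.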
A549 viability – counter-screen for Nrf2 inhibitors: cytotoxicity in A549 cells. Potency, µM (series often up to 46 µM), for the others: at the top dose activity change, negative = cytotoxicity, actives largely listed as inhibitors. 0.16% of 390,000 active. A549 ARE-Fluc cells, CellTiter-Fluor viability, 18-24 h; further: potency means the concentration at half of the fitted maximal effect; on the % scale 0 is the no-effect control and ±100 the full control effect
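A549 ARE_Fluc cells in 5% FBS OPTI-MEM were exposed to compounds in concentration-response for 18-24 h at 37 deg C. Viability was read by CellTiter-Fluor fluorescence (Ex 405/Em 525) after 30 min, before the luciferase read.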
CCT modulator – cytosolic chaperonin activity modulation. purified chaperonin ATPase assay, HTRF ADP detection, 30 min. activity change, % (no concentration beside the values), hits read low. 0.3% of 360,000 active. AID 651819; in the data active means activity change below about -30%; further: on the % scale 0 is the no-effect control and ±100 the full control effect
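Nucleotide hydrolysis assay: TRiC at 20–40 nM final (set by batch activity) with 10 uM ATP, 30 min at 37 °C, in presence of 76 uM compound. Detection by competitive ADP HTRF, 30 min ambient.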
EPAC2 agonist – EPAC2 (human) agonism. 0.079% of 360,000 active. EPAC2 activation, biochemical qHTS; response scale: 100% = 6.5 mM cAMP response. AID 720711. Potency, µM (series often up to 154 µM), for the others: at the highest dose activation, hits mostly activators; further: potency means the concentration at half of the fitted maximal effect; nearly all actives have a fitted effect of over 50% in size
Target sequence (Q8WZA2 whole entry, looked up): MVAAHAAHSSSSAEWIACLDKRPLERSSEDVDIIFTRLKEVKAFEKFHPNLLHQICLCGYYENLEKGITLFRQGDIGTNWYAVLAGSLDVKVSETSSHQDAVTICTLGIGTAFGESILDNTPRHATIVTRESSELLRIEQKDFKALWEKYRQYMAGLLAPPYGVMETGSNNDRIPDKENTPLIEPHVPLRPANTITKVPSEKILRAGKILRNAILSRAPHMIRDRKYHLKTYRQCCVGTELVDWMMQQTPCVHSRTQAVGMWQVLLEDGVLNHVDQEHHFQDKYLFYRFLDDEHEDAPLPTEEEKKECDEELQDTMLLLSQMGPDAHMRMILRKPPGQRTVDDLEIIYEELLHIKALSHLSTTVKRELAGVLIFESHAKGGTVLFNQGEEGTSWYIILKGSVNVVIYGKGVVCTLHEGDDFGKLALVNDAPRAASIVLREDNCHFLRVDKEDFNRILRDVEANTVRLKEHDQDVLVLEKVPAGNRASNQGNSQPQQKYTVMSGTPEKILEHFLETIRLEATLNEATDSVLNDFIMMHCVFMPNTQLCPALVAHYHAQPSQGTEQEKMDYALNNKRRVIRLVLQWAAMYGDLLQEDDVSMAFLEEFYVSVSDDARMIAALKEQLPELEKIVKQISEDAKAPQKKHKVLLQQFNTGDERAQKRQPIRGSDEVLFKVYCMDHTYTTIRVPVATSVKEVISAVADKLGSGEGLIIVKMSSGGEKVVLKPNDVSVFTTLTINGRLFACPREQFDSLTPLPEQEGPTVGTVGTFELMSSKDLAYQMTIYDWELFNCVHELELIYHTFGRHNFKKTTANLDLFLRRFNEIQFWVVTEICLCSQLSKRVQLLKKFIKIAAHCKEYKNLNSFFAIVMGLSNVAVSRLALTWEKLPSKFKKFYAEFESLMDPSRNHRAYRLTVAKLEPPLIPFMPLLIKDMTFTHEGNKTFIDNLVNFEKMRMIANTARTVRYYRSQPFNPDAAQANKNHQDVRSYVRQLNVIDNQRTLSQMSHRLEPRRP
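Fluorescence exchange assay: 100 nM EPAC2 with 250 nM RAP1B-BODIPY-GDP and 50 uM GDP; compounds tested as a concentration-titration series (qHTS). Loss of Rap1-bound BODIPY-GDP fluorescence read at 480/540 nm; data normalized to 6.5 mM cAMP.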
Nrf2 inh – Nrf2 pathway inhibition. A549 ARE-Fluc reporter, luciferase luminescence, 18-24 h. Potency, µM (highest dose often 46 µM), for inactives: at the top dose activity change, negative = inhibition, hits mostly inhibitors. 2.1% of 360,000 active. AID 504444; further: potency means the concentration at half of the fitted maximal effect; on the % scale 0 is the no-effect control and ±100 the full control effect; nearly all actives have a fitted effect of over 60% in size
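Nrf2 activity is the BugLite luminescence, read 15 min after reagent at room temperature, following CellTiter-Fluor cytotoxicity readout (30 min, 37C). Compound titrations were applied for 18-24 h to 5000 A549 ARE_Fluc cells/well in 5% FBS OPTI-MEM.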
TGFb inhibitor – inhibitors of TGF-b signaling; HepG2 CAGA-GFP TGF-b/SMAD3 reporter, GFP fluorescence, 18 h; TGF-beta stimulated, 500 pg/mL final; 1.2% of 410,000 active; Potency, µM (series often up to 46.1 µM), inactives show top-dose activity, negative = inhibition, usual class: inhibitors; further: potency means the concentration at half of the fitted maximal effect; on the % scale 0 is the no-effect control and ±100 the full control effect; nearly all actives have a fitted effect of over 65% in size
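First, reporter cells (HEPG2 CAGA-GFP) rested 2 h at 37 degrees C. Next, compounds were pinned in and TGF-beta added to 500 pg/mL final. After 18 h, GFP was imaged per cell and summed per well.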
EPAC2 antagonist – EPAC2 (human) antagonism; Q8WZA2; EPAC2 GEF exchange of Rap1B-BODIPY-GDP, fluorescence; Potency, µM (titrated, usually from 114 µM), for the others: at the highest dose activity, negative = inhibition, usual class: inhibitors; 0.18% of 360,000 active; further: potency means the concentration at half of the fitted maximal effect; on the % scale 0 is the no-effect control and ±100 the full control effect; nearly all actives have a fitted effect of over 45% in size; many of its hits are not listed in these tables
Mm-Cpn inhibitor – inhibitors of Methanococcus maripaludis chaperonin (MmCpn); 0.031% of 330,000 active; Potency, µM (highest dose often 76.9 µM), inactives show at the top dose activity, negative = inhibition, most hits filed as inhibitors; purified Mm-Cpn ATPase, ADP Transcreener TR-FRET; further: potency means the concentration at half of the fitted maximal effect; on the % scale 0 is the no-effect control and ±100 the full control effect; nearly all actives have a fitted effect of over 80% in size
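Inhibition of chaperonin ATP hydrolysis is measured as reduced ADP production, detected by competitive TR-FRET in which signal falls with ADP. Final enzyme 25 nM and ATP 10 uM, reacted 30 min at 37°C.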
The depositor's hits bear a star; i = inactive; ? = inconclusive; . = not tested or not shown; [ ] = another dose, or the depositor's remark. Unless noted, the call rests on the fitted dose curve; in most records, active means well fitted curve in the direction sought with a large enough effect; inconclusive means small, poorly fitted or top-dose-only effect, or another doubt; inactive means no such curve, though single readings can be large; an effect the other way counts as inactive or inconclusive.

(1) C[C@H](CO)N1C[C@H](C)[C@@H](CN(C)C(=O)Nc2ccccc2)Oc2ncc(C#CC3CCCCC3)cc2C1=O
(2) CCOc1ccc(S(=O)(=O)NC2CC2)cc1C(N)=O
(3) COc1cccc(-c2nn(Cc3ccccc3)cc2CO)c1
(4) CCc1nc2sc3c(O)cc(=O)[nH]c3c2cc1C
(5) O=C(O)CCN1C(=O)C2CCCCC2C1=O (stereo not given)
(6) O=C(COc1ccccc1)N1CCN(S(=O)(=O)c2ccc(Br)cc2)CC1
(7) O=C(CCc1ccccc1)NNC(=O)Nc1ccc(F)c(Cl)c1
(8) C=CCn1c(SCC(=O)c2ccc(O)c(O)c2)nnc1-c1cccc(OC)c1

assay / compound	1	2	3	4	5	6	7	8
Akt phos inh	i	i	i	i	i	.	i	i
Nrf2 activator	4.7%	-0.5%	4.3%	-0.2%	0.1%	0.6%	0.6%	-0.4%
A549 viability	.	1%	0%	4%	0%	-9%	-6%	-13%
CCT modulator	-0.9	-2.0	0.5	0.6	0.1	0.8	0.2	-0.3
EPAC2 agonist	-6%	12%	-1%	5%	4%	7%	-5%	0%
Nrf2 inh	.	-15%	?	-11%	9%	0%	15%	15%
TGFb inhibitor	1%	5%	-3%	-2%	2%	?	-1%	3%
EPAC2 antagonist	9%	4%	-12%	-10%	10%	-12%	9%	-17%
Mm-Cpn inhibitor	.	-1%	1%	1%	2%	-1%	1%	1%

Record cards, from the list above.
Profile of O=C(O)CCN1C(=O)C2CCCCC2C1=O (stereo not given) : Akt phos inh = i; Nrf2 activator = 0.1%; A549 viability = 0%; CCT modulator = 0.1; EPAC2 agonist = 4%; Nrf2 inh = 9%; TGFb inhibitor = 2%; EPAC2 antagonist = 10%; Mm-Cpn inhibitor = 2%
Profile of C[C@H](CO)N1C[C@H](C)[C@@H](CN(C)C(=O)Nc2ccccc2)Oc2ncc(C#CC3CCCCC3)cc2C1=O : Akt phos inh = i; Nrf2 activator = 4.7%; A549 viability = .; CCT modulator = -0.9; EPAC2 agonist = -6%; Nrf2 inh = .; TGFb inhibitor = 1%; EPAC2 antagonist = 9%; Mm-Cpn inhibitor = .

(list continues)
(9) Cc1c(NC(=O)COC(=O)/C=C/c2cccc(Br)c2)c(=O)n(-c2ccccc2)n1C
(10) O=C(CCC(=O)OCC(=O)c1ccc(Br)cc1)Nc1cccc2cccnc12
(11) CC(=O)NC1=NN(C(C)=O)C(C)(CC(=O)OC(C)(C)C)S1 (stereo not given)
(12) COC(=O)c1ccc(N2CCN(CCNC(=O)Nc3ccc(OC)cc3)CC2)cc1
(13) COc1ccc(/C=C(\CC(=O)O)c2nc3ccccc3s2)cc1O
(14) Nc1ncc([N+](=O)[O-])cc1Br
(15) CC(=O)c1ccc(OCC(O)CN2CCOCC2)cc1 (stereo not given)
(16) Cc1ccc2c(CC(=O)NC3=NCCS3)coc2c1

assay / compound	9	10	11	12	13	14	15	16
Akt phos inh	i	i	i	i	i	i	i	i
Nrf2 activator	7.1%	-0.9%	-0.5%	5.5%	-0.4%	0.7%	-0.3%	2.3%
A549 viability	2%	-2%	-1%	8%	-7%	-18%	-1%	13%
CCT modulator	-0.3	1.8	-2.7	-0.6	-0.7	0.1	-1.3	-0.8
EPAC2 agonist	-2%	-7%	2%	15%	2%	-4%	19%	9%
Nrf2 inh	?	1%	-2%	-26%	-3%	-2%	13%	13%
TGFb inhibitor	9%	-10%	0%	9%	0%	1%	1%	7%
EPAC2 antagonist	1%	9%	4%	21%	-7%	4%	4%	8%
Mm-Cpn inhibitor	1%	-2%	1%	0%	0%	2%	3%	1%

(17) COCCOC(=O)c1c(NC(=O)CNCc2ccco2)sc(C(N)=O)c1C
(18) CC(=O)c1cn(CC(=O)NCc2cccnc2)c2ccccc12
(19) Cc1ccc(S(=O)(=O)N2CCCCC2)cc1NC(=O)Cc1cccs1
(20) O=C(NCc1ccccn1)C(=O)N/N=C/c1ccccc1O
(21) CC(=O)N/C(=C\c1ccc(C)cc1)C(=O)O
(22) CC(C)c1ccc(S(=O)(=O)Nc2ccc(O)c(Sc3nc4ccccc4s3)c2)cc1
(23) CCOC(=O)c1nn(-c2ccccc2)c(=O)cc1OCC(=O)Nc1ccccc1OCC
(24) CCCN(CC(=O)Nc1ccccc1Br)CC(=O)Nc1ccc(F)c(F)c1F

assay / compound	17	18	19	20	21	22	23	24
Akt phos inh	i	i	i	i	i	.	i	i
Nrf2 activator	4.3%	-0.1%	-0.2%	-0.1%	-1.1%	0.7%	-0.2%	-0.6%
A549 viability	-1%	15%	1%	11%	?	-5%	-11%	-1%
CCT modulator	3.7	-1.8	-2.4	-1.1	0.6	.	-4.8	-3.3
EPAC2 agonist	8%	10%	13%	5%	18%	.	2%	7%
Nrf2 inh	?	-22%	12%	-6%	13%	9%	-6%	-8%
TGFb inhibitor	7%	4%	2%	-11%	-2%	?	5%	?
EPAC2 antagonist	3%	-2%	5%	-7%	5%[57.1 µM]	.	10%	0%
Mm-Cpn inhibitor	2%	0%	0%	-1%	4%	.	0%	-1%

(25) CCCC(=O)N(CCN1CCOCC1)c1nc2ccc(OCC)cc2s1
(26) O=S(=O)(Cc1ccccc1)N1CCN(C/C=C/c2ccccc2)CC1
(27) CCOc1ccc(S(=O)(=O)Nc2cccc(C(=O)N3CC(C)OC(C)C3)c2)cc1 (stereo not given)
(28) COc1ccc(-c2nc3cccc(C)n3c2NCC2CCCO2)cc1O (stereo not given)
(29) COc1ccc(S(=O)(=O)Nc2ccc3c(c2)C(=O)N([C@H](C)CO)C[C@H](C)[C@@H](CN(C)C(=O)Nc2ccccc2)O3)cc1
(30) c1ccc(N2CCN(C3CCSC3)CC2)cc1 (stereo not given)
(31) COCCSc1nnc(NC(=O)Cc2ccc(OC)cc2)s1
(32) O=C(CSc1nnc(NC(=O)c2ccco2)s1)Nc1ccccc1

assay / compound	25	26	27	28	29	30	31	32
Akt phos inh	i	i	i	i	i	i	i	i
Nrf2 activator	0.6%	-0.8%	0.2%	11%	-0.7%	-0.4%	0.4%	-1.3%
A549 viability	2%	-1%	-1%	8%	1%	-12%[1.84 µM]	-3%	0%
CCT modulator	1.5	0.6	-3.5	-4.3	-1.0	-0.2	-1.1	1.0
EPAC2 agonist	11%	0%	-1%	10%	-4%	3%	-6%	2%
Nrf2 inh	0%	-19%	-15%	0%	-5%	-4%	-18%	17%
TGFb inhibitor	-1%	-36%	-6%	-19%	7%	2%	10%	5%
EPAC2 antagonist	-3%	5%	-1%	-9%	6%	5%	1%	6%
Mm-Cpn inhibitor	-2%	-1%	0%	-8%	-1%	-1%	1%	?

(33) COC(C(=O)NNS(=O)(=O)c1ccccc1[N+](=O)[O-])c1ccccc1 (stereo not given)
(34) O=C(O)c1cc(-c2c[nH]c3ccccc23)nc2ccc3ccccc3c12
(35) O=C1/C(=C/c2ccncc2)SC(=S)N1C1CCCCC1
(36) Cc1cccc(Nc2nc(N3CCOCC3)nc(N3CCOCC3)n2)c1
(37) CCCC1(CCC)NC(=O)N(CC(=O)N2CCN(C(=O)c3ccco3)CC2)C1=O
(38) O=C(NCc1ccccc1C(F)(F)F)C1CC(c2cc(C(F)(F)F)cc(C(F)(F)F)c2)=NO1 (stereo not given)
(39) Nc1nc(SCC(=O)NCC2CCCO2)n[nH]1 (stereo not given)
(40) CCOC(=O)c1[nH]c2ccc(OC)cc2c1NC(=O)c1ccc(OC)c(OC)c1

assay / compound	33	34	35	36	37	38	39	40
Akt phos inh	i	i	i	i	i	i	i	i
Nrf2 activator	1.7%	11%	-1.2%	3.5%	-0.3%	0.0%	-1.0%	3.9%
A549 viability	-3%	-2%	-4%	13%	-6%	2%	-10%	-7%
CCT modulator	-1.9	-4.2	-1.1	0.6	-1.7	0.5	0.3	-2.5
EPAC2 agonist	8%	3%	5%	-1%	-3%	2%	5%	-7%
Nrf2 inh	-8%	?	5%	11%	10%	5%	-16%	5%
TGFb inhibitor	6%	-15%	-5%	11%	-2%	0%	12%	3%
EPAC2 antagonist	2%	-10%	2%	-1%	14%	39%[activator]	-2%	6%
Mm-Cpn inhibitor	1%	1%	1%	1%	1%	3%	-3%	-1%

(41) S=c1[nH]nc(CCc2ccccc2)n1-c1ccccc1
(42) O=C1C2C3C=CC(C4CC34)C2C(=O)N1CCc1ccccc1 (stereo not given)
(43) COCC(=O)OCC(=O)Nc1cc(C(C)(C)C)nn1-c1ccccc1
(44) COc1ccc(N2CCN(CCC(N)=O)CC2)cc1
(45) O=C(Cc1ccccc1)Nc1ccc(N2CCN(Cc3ccccc3F)CC2)cc1
(46) COc1ccc(C(=O)NCCn2cc(SCC(=O)Nc3ccc4c(c3)OCCO4)c3ccccc32)cc1
(47) COc1ccc(OC)c(CCNc2nccn(-c3ccc(C)c(C)c3)c2=O)c1
(48) CNC(=O)c1ccc(CNC(=O)OCC(F)(F)F)cc1
(49) CCC1CSC(Nc2ccc(C(=O)/C=C/c3ccc(OC)c(OC)c3)cc2)=N1 (stereo not given)
(50) COc1ccc(NC(=O)CSc2nc(-c3cccs3)cc(C(F)(F)F)c2C#N)cc1

assay / compound	41	42	43	44	45	46	47	48	49	50
Akt phos inh	i	i	i	i	i	.	.	i	i	.
Nrf2 activator	0.3%	0.6%	-0.9%	-0.6%	-0.4%	5.1%	6.1%	-0.2%	?	0.5%
A549 viability	1%	-1%	-8%	8%	3%	-13%	-13%	-3%	-26%	0%
CCT modulator	0.5	-1.3	-1.4	-0.6	-2.2	.	.	-1.8	1.4	.
EPAC2 agonist	-2%	-2%	2%	5%	-6%	.	.	2%	17%	.
Nrf2 inh	4%	?	6%	.	0%	-28%	-32%	3%	?	15%
TGFb inhibitor	3%	6%	?	-9%	-11%	?	-26%	15%	?	?
EPAC2 antagonist	0%	1%	6%	-1%	5%	.	.	1%	18%	.
Mm-Cpn inhibitor	3%	1%	1%	2%	-2%	.	.	-1%	-8%	.

Not all compounds are listed, so the mix of outcomes need not match the whole.
